High-throughput results as filed in PubChem.
RMI-FANCM inh: RMI-FANCM interaction inhibition; 70,000 compounds, 0.58% hits; FP signal (polarization) at 33 µM; AID 1159607; Fluorescence polarization, RMI core complex with F-MM2 peptide; stronger effect = lower value; in the data active means FP signal below about 40; further: inactives centre near 61; strong numbers were not always called active; unit not given here
Starred values were filed as active, the others as inactive; & = joins results of further samples. These rows are one share of the data (hit frequency here may not be typical).

SMILES	RMI-FANCM inh
COc1ccc(S(=O)(=O)CCC(=O)Nc2ccc(C)cc2C(=O)c2ccccc2)cc1	57
CC(C)(C)c1ccc(C(=O)Nc2cccc(F)c2C#N)cc1	55
COc1ccc(NC(=O)Cc2csc(NC(=O)Nc3ccc(C)cc3)n2)cc1OC	59
COc1ccc(NC(C)=O)cc1NC(=O)CCCn1nc(-c2ccco2)ccc1=O	68
O=C(NCCCSc1nc2ccccc2o1)Nc1ncccn1	54
N=c1c(C(=O)NCc2ccco2)cc2c(=O)n3ccccc3nc2n1CC1CCCO1 (centres undefined)	49
Cc1csc(NC(=O)CCCSc2ccc(NC(=O)c3ccc(F)cc3)nn2)n1	76
Cc1cc(N2C(=O)c3ccccc3C2=O)n(C)n1	55
O=c1ccc(-c2ccccc2)nn1CCCNS(=O)(=O)Cc1ccccc1	68
CCOC(=O)c1cn[nH]c1S(=O)(=O)Nc1cc(C)ccc1OC	61
COc1ccc2cc(S(=O)(=O)Oc3ccc(NC(C)=O)cc3)ccc2c1	57
CCn1cccc(-c2nnc(SCC(=O)N(C)c3ccccc3)n2C)c1=O	65
COC(=O)c1ccc(NC(=O)C2CCN(c3ccc(-c4ccccc4)nn3)CC2)cc1	79
Cc1ccc2c(CC(=O)N3c4ccc(F)cc4CCC3C)cc(=O)oc2c1 (centres undefined)	67
O=Cc1c(-c2ccc(Cl)cc2)nc2ncccn12	61
CC(NC(=O)Cc1cc(=O)[nH]c(SCc2ccccc2)n1)c1ccccc1 (centres undefined)	61
COc1ccc(/C=C/C(=O)NN2C(=O)CSC2=S)cc1OC	91
O=C(Cc1csc(SCC(=O)c2ccccc2)n1)Nc1nccs1	64
COc1ccc(C(CNC(=O)C(=O)Nc2cc(C)nc3ccccc23)N2CCOCC2)cc1 (centres undefined)	59
CCCCC(=O)Nc1nc(-c2cc3ccccc3o2)cs1	52
O=C(CCl)Nn1cnc2c(cnn2-c2ccc(F)cc2)c1=O	66
COc1ccccc1NC(=O)c1sc(=S)n(-c2cc(C)ccc2C)c1N	63
COC(=O)c1ccc(CNC(=O)Nc2cccc(SC)c2)cc1	58
O=C(Nc1ccc(S(=O)(=O)N2CCc3ccccc32)cc1)Nc1cccc(Cl)c1	57&57
CCCCC#Cc1nc(N)c2ncn([C@@H]3O[C@H](C(=O)NCC)[C@@H](O)[C@H]3O)c2n1	55
COc1ccc(CCC(=O)Nc2cc(C)nn2-c2nc3c(cnn3-c3cccc(C)c3C)c(=O)[nH]2)cc1	64
COc1ccc(Cl)cc1NC(=O)Cn1cnc2c(cnn2C(C)(C)C)c1=O	61
C#CCn1c(=NC(=O)CCCS(=O)(=O)c2ccc(F)cc2)sc2cc3c(cc21)OCO3	105
O=C(NC12CC3CC(CC(C3)C1)C2)c1cccc(C(=O)NC23CC4CC(CC(C4)C2)C3)c1	52
CCN(CC)S(=O)(=O)c1ccc2c(c1)oc(=O)c1cc(S(=O)(=O)N(CC)CC)ccc12	60
O=C(Nc1ccc2c(c1)N(C(=O)C1CCCC1)CC2)C1CC1	66
O=C(NCCN1CCN(c2ccc(F)cc2)CC1)c1ccc(F)c(F)c1	60
CCOCC(=O)Nc1ccc2c(c1)CN(C(=O)c1cccs1)CC2	67
COc1ccc(NC(CC(=O)C2CC2)c2ccccc2)cc1 (centres undefined)	57
COc1cc(C(=O)NCC(=O)N2CCOC(c3ccccc3)C2)cc(OC)c1OC (centres undefined)	70
O=C(CSCc1ccccc1)NCCOc1ccc(-c2ccc(F)cc2)nn1	51
Cc1cc(=O)[nH]c(-n2nc(-c3cccs3)cc2NC(=O)C(=O)c2c[nH]c3ccccc23)n1	62
Cc1csc(SCc2cc(=O)c(OC(=O)COc3ccc(Cl)cc3)co2)n1	56
CCOCCn1c(=NC(=O)CCSc2ccccc2)sc2cc(Cl)ccc21	62
O=C(COc1cccc(Cl)c1)NCc1ccccc1	66
CCOc1ccc(-c2cc(=O)n(CC(=O)NCc3cccs3)cn2)cc1	81
Cc1ccc2c(CC(=O)NCCc3ccc(S(N)(=O)=O)cc3)cc(=O)oc2c1	66
O=C1NN=CC1CCCN=Cc1cc(Cl)cc(Cl)c1O (centres undefined)	24*
O=C(NCCN1CCOCC1)N(c1ccccc1)c1ccccc1	63
Cn1nccc1C(=O)Nc1nc(-c2ccc3ccccc3c2)cs1	70
Cc1noc(C)c1Cc1c(Cl)cccc1Cl	61
O=C(Nc1nc2ccc(F)cc2s1)c1cc2cc([N+](=O)[O-])ccc2s1	54
CCOC(=O)c1c(-c2ccc(OCC)cc2)csc1NC(=O)c1ccco1	70
CCOc1cccc2sc(NC(=O)c3ccccc3S(C)(=O)=O)nc12	57
COc1ccccc1-c1nnc(NC(=O)Cc2cccs2)s1	95
(listing goes on)
SMILES	RMI-FANCM inh
CCCN1CCCc2cc(CCNC(=O)C(=O)Nc3ccc(C(C)C)cc3)ccc21	71
Cc1ccsc1-c1nc(C(N)=O)c2[nH]c(=O)n(-c3ccccc3F)c2n1	56
CCOc1ccsc1C(=O)O/N=C(/N)c1cc(C(F)(F)F)cc(C(F)(F)F)c1	73
O=[N+]([O-])c1ccc(CSc2ccc3nnc(CCNS(=O)(=O)c4ccccc4)n3n2)cc1	58
Cn1c(=O)c2c(nc3n2CC(c2ccccc2)=NN3CCN2CCc3ccccc3C2)n(C)c1=O	59
O=C1/C(=C/c2ccc(-c3ccccc3Cl)o2)SC(=S)N1N1CCOCC1	64
CC(=O)Nc1cc2cc(NC(=O)c3ccc([N+](=O)[O-])cc3)ccc2oc1=O	58
O=C(Cn1cc(S(=O)(=O)Cc2cccc(Cl)c2)c2ccccc21)N1CCc2ccccc2C1	70
COC(=O)C1CCC(NC(C)=O)C(C(=O)OC)C1 (centres undefined)	56
O=C1c2cccc3cccc(c23)C(=O)N1OS(=O)(=O)c1ccc2[nH]c(=O)[nH]c2c1	52
O=C(O/N=C1/CCc2ccccc21)c1cccc(F)c1	62
COc1ccc(Oc2c(C)oc3c4c(ccc3c2=O)OCN(CC2CCCO2)C4)cc1 (centres undefined)	57
CS(=O)(=O)c1cccc(C(=O)Nc2nnc(CCS(=O)(=O)c3ccccc3)o2)c1	52
COc1ccc(-c2cc(=O)n(CC(=O)Nc3cccc(C)n3)cn2)cc1	62
COC(=O)c1c(NC(=O)/C(C#N)=C/c2ccc(-c3ccc(F)cc3)o2)sc2c1CCCC2	59
COc1ccc(CC(=O)NNC(=O)c2ccc(=O)n(Cc3ccc(Cl)cc3)c2)cc1	61
O=C(CCOc1ccc(F)cc1)Nc1nccs1	61
CSc1cccc(NC(=O)CSc2nc3c(sc(=S)n3-c3ccccc3C)c(=O)[nH]2)c1	62
O=C(Nn1cnc2c(cnn2-c2cccc(Cl)c2)c1=O)c1ccccc1Br	63
COc1ccc(-c2ccc(NC(=O)c3cc(Cl)ccc3Cl)cc2)nn1	78
CCOC(=O)C(NC(=O)c1cccnc1)(Nc1ccccc1C(F)(F)F)C(F)(F)F (centres undefined)	54
O=C(Nc1ccc(SCc2ccc(F)cc2)nn1)c1ccco1	78
CCCC(CCC)C(=O)NCCn1nc(-c2cccs2)ccc1=O	56
Cc1ccc(-c2csc3ncnc(Nc4ccc5ccccc5c4)c23)cc1C	91
CCC(=O)N1CCCc2ccc(NS(=O)(=O)Cc3ccc(Cl)cc3)cc21	72
O=C(Nc1nnc(-c2ccc(Cl)s2)o1)c1ccc(S(=O)(=O)N2CCCc3ccccc32)cc1	57
Cc1ccc(C(=O)NN2C(=O)/C(=C/c3ccc(N(C)C)cc3)SC2=S)cc1	104
O=S(=O)(Cc1ccc(F)cc1)Cc1noc(-c2ccc(OC(F)(F)F)cc2)n1	52
O=C1c2ccccc2NC(c2cc(Cl)cc(Cl)c2O)N1Cc1cccnc1 (centres undefined)	55
CCC(O)c1nc2ccccc2n1Cc1ccc(Cl)cc1Cl (centres undefined)	68

The list goes on (2 carried over from the part before).
SMILES	RMI-FANCM inh
O=C1c2ccccc2NC(c2cc(Cl)cc(Cl)c2O)N1Cc1cccnc1 (centres undefined)	55
CCC(O)c1nc2ccccc2n1Cc1ccc(Cl)cc1Cl (centres undefined)	68
COc1ccc(OC)c(NC(=O)CSc2nnc(C)c3cnn(-c4ccc(C)c(C)c4)c23)c1	61
O=C(NCCCN1CCN(c2ccccc2)CC1)C1(c2ccccc2)CCOCC1	64
NC(=O)c1oc2ccccc2c1NC(=O)CSc1ccccc1	57
COc1cccc2cc(C(=O)Nc3cc(C)nn3-c3nc4ccccc4s3)oc12	63
COc1ccc(C(=O)CSc2ccc3nc(-c4ccccc4)cn3n2)cc1	80
COc1ccc(-c2ccc(N3CCCC(C(=O)Nc4ccncc4)C3)nn2)cc1 (centres undefined)	64
C=CCOC(=O)C1=C(C)NC(SCC(=O)c2ccc(OC)cc2)=C(C#N)C1c1cccs1 (centres undefined)	85
O=c1[nH]c2c(oc3ccccc32)c(=O)n1-c1ccc(F)cc1	55
Clc1ccc2nc(NCCN3CCOCC3)sc2c1	64
O=C(c1ccc(=O)n(Cc2ccc(F)cc2)n1)N1CCN(c2ccccc2F)CC1	62
CCOC(=O)c1cc(=O)n(C)c2c1c(=O)oc1ccccc12	56
CC(CCc1ccccc1)NC(=O)CCc1csc(NC(=O)Nc2ccccc2)n1 (centres undefined)	67
Cc1cc(C)nc(NS(=O)(=O)c2ccc(N=Nc3c(C)[nH][nH]c3=O)cc2)n1	61
COc1ccc2nc(-c3ccc(NC(=O)c4ccco4)cc3)cn2n1	69
c1ccc(CSc2ccc(-c3ccccc3)nn2)cc1	73
CSc1cccc(NC(=O)CSc2nccn3nc(-c4cccc5ccccc45)cc23)c1	94
O=C(Nc1ccc(Br)cc1)c1ccc(S(=O)(=O)c2ccc(Br)cc2)nc1	107
O=C(Cn1c(-c2cccnc2)nc2ccccc21)NCc1ccccc1Cl	59
O=S(=O)(c1cccc2nsnc12)N1CCN(Cc2ccccc2)CC1	57
c1ccc(-c2nc(-c3ccc(-c4ccno4)s3)no2)cc1	65
NS(=O)(=O)c1ccc2c(c1)OCCO2	59
COc1ccc(-c2ccc(=O)n(CCCC(=O)Nc3cc(F)ccc3F)n2)cc1OC	71
CCN(C(=O)CCCN1C(=O)/C(=C\c2cccs2)SC1=S)C1CCS(=O)(=O)C1 (centres undefined)	72
NNC(=O)CNC(=O)c1ccc([N+](=O)[O-])cc1	56
COC(=O)c1ccc(C(=O)Nc2nnc(-c3ccc(OC)cc3)o2)cc1	62
O=C(COc1ccc(Cl)cc1)NCCOc1ccc2nnc(-c3ccccc3)n2n1	74
CCN(CC)c1ccc(N/C=C(/C#N)S(=O)(=O)c2ccc(Cl)cc2)cc1	101
CCOC(=O)c1c(NC(=O)c2ccco2)sc(C)c1-c1ccc(OC)cc1	74
O=C(NNC1CC(=O)N(c2ccc(Br)cc2)C1=O)c1cccnc1 (centres undefined)	59
COc1ccc(-c2csc3[nH]c(=S)n(Cc4ccccc4)c(=O)c23)cc1OC	58
COCCn1cc(NC(=O)Nc2cccc(C)c2C)c2ccccc21	52
O=C(Cc1cc(-c2cccs2)on1)NCc1ccco1	70
Cc1c(Cl)cccc1NC(=O)CCCn1nc(-c2cccs2)ccc1=O	74
CC1CN(C(=O)Cn2cc(SCc3cccc([N+](=O)[O-])c3)c3ccccc32)CC(C)O1 (centres undefined)	59&57
Cc1cc(C)c(C(=O)/C=C/c2c3ccccc3cc3ccccc23)cc1C	55
CCc1cccc(CC)c1NC(=O)/C=C/c1ccc(OC)cc1OC	64
COc1cccc(N2CC(NC(=O)c3ccccc3Br)CC2=O)c1 (centres undefined)	54
Cc1ccccc1OCCn1cnc2ccccc21	56
O=C(/C=C\c1ccccc1)N1CCN(Cc2nc3ccccc3[nH]2)CC1	60
Cn1cccc1C(CNS(=O)(=O)c1cccs1)N1CCc2ccccc2C1 (centres undefined)	67
COCCNC(=O)c1nnn(-c2ccccc2)c1CSc1ncccn1	66
CCN1C(=O)CCc2cc(NC(=O)CC(C)C)ccc21	70
N#Cc1nccc2ccccc12	53
CCOC(=O)c1c(NC(=O)c2ccc(C(=O)OC)cc2)sc2c1CCC2	75
COc1ccc(C(=O)N2CCN(c3ccc(Cl)c(Cl)c3)CC2)cc1OC	61
Cc1ccc(N2CCN(c3nc4c(S(=O)(=O)c5ccccc5)nnn4c4ccccc34)CC2)c(C)c1	64
C=CCn1c(=O)c(C(=O)NCc2cccc(OC)c2)c(O)c2ccccc21	63
COc1cccc(-c2nc(CSc3nc4ccccc4c(=O)n3-c3ccccc3)c(C)o2)c1OC	63
Cc1ccc(S(=O)(=O)N2CCN(c3ccc4nnc(C5CC5)n4n3)CC2)cc1C	65
Cc1cc(C)cc(N(C)S(=O)(=O)c2ccsc2-c2nc(-c3cccc(Cl)c3)no2)c1	68
O=C(CSc1nc2[nH]ncc2c(=O)[nH]1)N1CCc2ccccc21	55
Cc1cc(C)c(NC(=O)C(=O)NCC2CCN(Cc3ccco3)CC2)c(C)c1	71
O=c1ccc(-c2ccncc2)nn1CCCNS(=O)(=O)/C=C/c1ccccc1	64

Laid out differently: 17 of the compounds above.
compound,RMI-FANCM inh
COc1cccc(N2CC(NC(=O)c3ccccc3Br)CC2=O)c1 (centres undefined),54
Cc1ccccc1OCCn1cnc2ccccc21,56
O=C(/C=C\c1ccccc1)N1CCN(Cc2nc3ccccc3[nH]2)CC1,60
Cn1cccc1C(CNS(=O)(=O)c1cccs1)N1CCc2ccccc2C1 (centres undefined),67
COCCNC(=O)c1nnn(-c2ccccc2)c1CSc1ncccn1,66
CCN1C(=O)CCc2cc(NC(=O)CC(C)C)ccc21,70
N#Cc1nccc2ccccc12,53
CCOC(=O)c1c(NC(=O)c2ccc(C(=O)OC)cc2)sc2c1CCC2,75
COc1ccc(C(=O)N2CCN(c3ccc(Cl)c(Cl)c3)CC2)cc1OC,61
Cc1ccc(N2CCN(c3nc4c(S(=O)(=O)c5ccccc5)nnn4c4ccccc34)CC2)c(C)c1,64
C=CCn1c(=O)c(C(=O)NCc2cccc(OC)c2)c(O)c2ccccc21,63
COc1cccc(-c2nc(CSc3nc4ccccc4c(=O)n3-c3ccccc3)c(C)o2)c1OC,63
Cc1ccc(S(=O)(=O)N2CCN(c3ccc4nnc(C5CC5)n4n3)CC2)cc1C,65
Cc1cc(C)cc(N(C)S(=O)(=O)c2ccsc2-c2nc(-c3cccc(Cl)c3)no2)c1,68
O=C(CSc1nc2[nH]ncc2c(=O)[nH]1)N1CCc2ccccc21,55
Cc1cc(C)c(NC(=O)C(=O)NCC2CCN(Cc3ccco3)CC2)c(C)c1,71
O=c1ccc(-c2ccncc2)nn1CCCNS(=O)(=O)/C=C/c1ccccc1,64
